High-throughput results as filed in PubChem.
hcGAS lum: Primary biochemical luminescence assay for human cyclic GMP-AMP synthase inhibitors. Q8N884. inhibition, % at 12.5 µM. recombinant h-cGAS, ATP depletion, Kinase-Glo luminescence. AID 1259398, 2018. actives 0.081% (n = 290,000);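 note: 0% = vehicle reaction and 100% = reaction without DNA for no activity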
Target sequence (Q8N884 whole entry, looked up): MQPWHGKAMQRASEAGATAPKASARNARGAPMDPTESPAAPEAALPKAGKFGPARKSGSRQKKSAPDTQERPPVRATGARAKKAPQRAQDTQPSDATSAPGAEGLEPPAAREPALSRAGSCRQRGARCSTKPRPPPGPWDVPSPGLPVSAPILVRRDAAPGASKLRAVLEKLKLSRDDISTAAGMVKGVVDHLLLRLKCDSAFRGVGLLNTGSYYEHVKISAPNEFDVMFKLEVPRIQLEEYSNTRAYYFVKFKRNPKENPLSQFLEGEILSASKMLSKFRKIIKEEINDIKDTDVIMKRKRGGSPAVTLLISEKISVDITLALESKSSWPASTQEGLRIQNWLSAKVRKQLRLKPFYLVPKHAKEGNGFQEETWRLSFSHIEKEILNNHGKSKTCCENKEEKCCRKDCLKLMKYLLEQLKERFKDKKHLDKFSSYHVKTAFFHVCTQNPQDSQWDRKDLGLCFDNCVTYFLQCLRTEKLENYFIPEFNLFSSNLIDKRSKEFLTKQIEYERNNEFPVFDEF
NPYLR7 agonist: agonists of mosquito NPYLR7 receptor, primary screen, cell-based, Aedes aegypti, calcium fluorescence, mosquito biting behavior | actives 0.15% (n = 270,000) | HEK293T NPYLR7/Galpha15, GCaMP6s calcium fluorescence | Aedes aegypti neuropeptide Y-like receptor 7 (NPYLR7) | activation, % at 10 µM; in the data active = activation above about 40%;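 note: 0% = vehicle and 100% = reference agonist at the receptor; some compounds past the cut are filed as inactive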
mcGAS inh: cyclic GMP-AMP synthase inhibitors, mouse, primary biochemical chemiluminescence. actives 0.15% (n = 160,000). Q8C6L5. inhibition, % at 12.5 µM. recombinant cGAS, Kinase-Glo ATP depletion luminescence;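 note: 0% = negative control wells and 100% = reference inhibitor with no enzyme activity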
Active calls of the source: *; nt = not tested or not shown; & = joins results of further samples. Cut-off read from the data, not from the text of the source, unless noted: active = inhibition above about 40%; inactive = the rest.

| SMILES | hcGAS lum | NPYLR7 agonist | mcGAS inh |
| --- | --- | --- | --- |
| CC1(c2ccsc2)NC(=O)N(CC(=O)Nc2cccc(C#N)c2)C1=O (stereo not given) | -11 | 1 | nt |
| CN(C)CCN(Cc1cc(Cl)ccc1OS(=O)(=O)c1ccc(F)cc1)C(=O)NC(C)(C)C | -1 | -2 | 1 |
| Cc1ccccc1CN1CCC(n2nccc2NC(=O)CCCc2ccccc2)CC1 | -5 | -1 | -3 |
| CSc1ccc(Cn2cc(C(=O)NCc3ccc4c(c3)OCO4)sc2=O)cc1 | -10 | 8 | nt |
| O=C(O)COc1ccccc1/C=N\NC(=O)c1cc(-c2ccccc2)nc2ccccc12 | -1 | 13 | -5 |
| CCOc1cc(C2C(=C(O)c3ccc(OC(C)C)cc3)C(=O)C(=O)N2Cc2cccnc2)ccc1O (stereo not given) | 0 | -13 | nt |
| CCc1cc(Oc2ccc(F)cc2)nc(SCc2ccccc2C#N)n1 | -1 | 0 | -4 |
| COc1ccccc1OCC1CN(C(=O)C2(c3ccccc3)CC2)CCO1 (stereo not given) | -1 | 20 | nt |
| Cc1ccc(CNC(=S)NCCCn2nccc2C)cc1 | -3 | 0 | nt |
| O=C(O)CN1C(=O)/C(=C\c2ccc(OCc3ccccc3)cc2)SC1=S | 7 | 6 | 5 |
| CSc1ccccc1C(=O)N1CCC(n2c(-c3ccccc3)nc3ccc(F)cc32)CC1 | 4 | -5 | 0 |
| CN1CCN(Cc2ccc3cccc(O)c3n2)CC1C(=O)O (stereo not given) | -6 | -1 | nt |

By substructure: the entries above with fluorine (3)
| SMILES | hcGAS lum | NPYLR7 agonist | mcGAS inh |
| --- | --- | --- | --- |
| CN(C)CCN(Cc1cc(Cl)ccc1OS(=O)(=O)c1ccc(F)cc1)C(=O)NC(C)(C)C | -1 | -2 | 1 |
| CCc1cc(Oc2ccc(F)cc2)nc(SCc2ccccc2C#N)n1 | -1 | 0 | -4 |
| CSc1ccccc1C(=O)N1CCC(n2c(-c3ccccc3)nc3ccc(F)cc32)CC1 | 4 | -5 | 0 |

(continued)
| SMILES | hcGAS lum | NPYLR7 agonist | mcGAS inh |
| --- | --- | --- | --- |
| CNC(=O)CN(C)c1nc(-c2cccs2)nc2sc3c(c12)CCC3 | -9 | 18 | -16 |
| Cc1cccc(-n2ncc(C(=O)N3CCCCC3)c2C)c1 | -1 | 1 | -3 |
| CO[C@H]1C(=O)N(C(C)C)[C@H]1C1CCN(C(=O)c2cnn(C)c2)CC1 | -11 | nt | -5 |
| COc1cccc(Cn2c(=O)c(C(=O)NCc3cccnc3)nn(-c3ccc(C(F)(F)F)cc3)c2=O)c1 | -3 | nt | -5 |
| OCCNc1ncnc2c1oc1ccccc12 | -7&4 | 3&30 | -6 |
| CCCN1C(=O)C(c2c(CC)[nH]n(-c3cc(C)ccc3C)c2=O)=C(N2CCCCC2)C1=O | 2 | -1 | 1 |
| CCn1cc(NC(=O)N2CC(C)OC(C)C2)c2ccccc21 (stereo not given) | -2 | 2 | -7 |
| CCc1nc2n(n1)C(=O)C(C(c1ccc(OC)cc1)N1CCN(C(C)=O)CC1)S2 (stereo not given) | -5 | 0 | -8 |
| Cn1nc(C(C)(C)C)cc1NC(=O)C1(C)CCN1C(=O)c1ccccc1CCc1ccccc1 (stereo not given) | -10 | 11 | -5 |
| COC(=O)CCc1c(C)nn(-c2ccc(C(=O)Nc3ccc(Cl)cc3)cc2)c1C | -3 | 0 | -5 |
| COCCN(C)C(=O)CC1(C)N=C(c2ccc(C(C)C)cc2)N(C)O1 (stereo not given) | -5 | 8 | nt |
| N#Cc1c(N=Cc2ccc(F)c(F)c2)sc2c1CCC2 | -6 | 5 | -4 |
| COc1ccc(OC)c(C2CC(c3cc(C)ccc3C)=NN2C(=O)CN2CCCC2)c1 (stereo not given) | -6 | 3 | -6 |
| COCCNC(=O)CCN(CCc1ccccc1)c1nc(-c2ccco2)nc2ccccc12 | -3 | 18 | -7 |
| CC1(C)O[C@@H]2C[C@@](OCc3cccc(C(F)(F)F)c3)(C(=O)NCCN3CCCC3)CC(OCc3cccc(OC(F)(F)F)c3)[C@@H]2O1 (stereo not given in full) | -13 | 3 | -7 |
| Fc1ccccc1-c1cnnc(N2CCN(C3CCc4ccccc4C3)CC2)n1 (stereo not given) | 0 | 8 | nt |
| CN(Cc1cccc(Cl)c1)C(=O)CCc1nc2sc3c(c2c(=O)[nH]1)CCCC3 | -3 | 5 | -4 |
| Cc1cc(C)n(C2CCN(c3nc(CCN)nc4ccccc34)C2)n1 (stereo not given) | -6&-3 | -3&4 | -20 |
| OC1CCN(c2ccnc(-c3ccc4c(c3)OCCO4)n2)C1 (stereo not given) | -7 | 3 | -18 |
| O=S(=O)(Nc1cccnc1)c1cc(Br)ccc1Br | 1 | -2 | nt |
| CC1(C(=O)NS(=O)(=O)c2ccc3c(c2)CCO3)CCN1C(=O)CC1CCCC1 (stereo not given) | 1 | 7 | nt |
| COCCCNC(=O)Nc1cn(C)c2ccccc12 | -7 | 3 | -14 |
| COC1CCCOC12CCN(c1nc(N(C)C)ns1)CC2 (stereo not given) | -14 | nt | -8 |
| O=C(O)c1n[nH]c(=O)c2ccccc12 | -2 | 0 | nt |

Part of the list above in order of count of non-hydrogen atoms, ascending.
| SMILES | hcGAS lum | NPYLR7 agonist | mcGAS inh |
| --- | --- | --- | --- |
| O=C(O)c1n[nH]c(=O)c2ccccc12 | -2 | 0 | nt |
| OCCNc1ncnc2c1oc1ccccc12 | -7&4 | 3&30 | -6 |
| COCCN(C)C(=O)CC1(C)N=C(c2ccc(C(C)C)cc2)N(C)O1 (stereo not given) | -5 | 8 | nt |
| Fc1ccccc1-c1cnnc(N2CCN(C3CCc4ccccc4C3)CC2)n1 (stereo not given) | 0 | 8 | nt |
| Cc1ccccc1CN1CCC(n2nccc2NC(=O)CCCc2ccccc2)CC1 | -5 | -1 | -3 |

Following part
| SMILES | hcGAS lum | NPYLR7 agonist | mcGAS inh |
| --- | --- | --- | --- |
| COc1ccc(CCC2CCCN(S(=O)(=O)N(C)C)C2)cc1 (stereo not given) | -5 | -3 | nt |
| NC(=O)c1ccc(Cl)cc1OCC(=O)N1CCc2sccc2C1 | -4 | 2 | nt |
| CCC(=O)N1CCN(c2ncnc3c2nnn3-c2ccccc2)CC1 | 4 | -15 | 1 |
| C=CCOCC(O)CN(Cc1ccc2c(c1)OCO2)Cc1cc(C)ccc1C (stereo not given) | 2 | 12 | -2 |
| O=C(COC(=O)C1(c2ccccc2)CCCC1)NC(=O)Nc1ccccc1F | -8 | 12 | nt |
| COc1cc(C(=O)C=Cc2ccc(OC(F)F)cc2)ccc1O | -1 | -6 | 35 |
| COc1cccc(C(NC(=O)C2CCN(CCOc3ccc(F)cc3)CC2)c2ccccn2)c1 (stereo not given) | -7 | 7 | -3 |
| CCS(=O)(=O)N1CCCCC1CNC(=O)c1ccccc1 (stereo not given) | -15 | 12 | nt |
| Cc1cccc(N2CCN(C(=O)c3cc(=O)c(OCc4ccccc4)c[nH]3)CC2)c1 | -1 | 6 | nt |
| COC(=O)C1C(=N)OC2=C(C(=O)CCC2)C1c1cccs1 (stereo not given) | -4 | -8 | -4 |
| CCNC(=O)N1CCN(C(=O)c2ccc(Cl)c(Cl)c2)CC1 | -4 | 1 | nt |
| COc1ccc(S(=O)(=O)N(CCC(C)C)Cc2c(C)nn(-c3ccccc3)c2N2CCN(C)CC2)cc1 | 1 | 1 | -1 |
| COC(=O)C1=C(C)N=c2s/c(=C/c3ccc4c(c3)OCO4)c(=O)n2C1c1cccs1 (stereo not given) | -3 | -7 | -7 |
| CN(C=CC=[N+](C)c1ccccc1)c1ccccc1 | -6 | -6 | nt |
| CC(C)c1nn(-c2ccccc2)c2c1C(c1nccs1)CC(=O)N2 (stereo not given) | -4 | 22 | -12 |
| O=C(CC1c2ccccc2CCc2ccccc21)NCCN1CCOC1=O | -4 | 2 | nt |
| CN(C)CCNc1nc2ccc(Br)cc2s1 | -8 | 3 | nt |
| O=C(NCc1cccnc1Oc1ccc(F)c(F)c1)[C@@H]1Cc2ccccc2N1 | -2 | -2 | nt |
| COc1ccccc1CNC(=O)COc1cccc2c1CCC=C2 | -6 | 0 | -8 |
| O=C(NC1CCCCCC1)C1CCN(C(=O)c2ccc(C(F)(F)F)cc2)CC1 | -3 | -3 | -10 |
| O=S(=O)(Nc1ccc2ccccc2c1)c1ccc(S(=O)(=O)N2CCCC2)cc1 | 8 | -7 | nt |
| CC(C)C(=O)N(Cc1nccn1Cc1ccccc1F)CC1CC1 | -5 | 7 | -5 |
| CCCc1cc(=O)[nH]c(-n2nc(C)cc2NC(=O)Cc2cccs2)n1 | 1 | -7 | 0 |
| Cc1nc(COC(=O)C(Oc2ccc(F)cc2F)C(C)C)no1 (stereo not given) | 6 | 1 | nt |

Next part.
Structure | hcGAS lum | NPYLR7 agonist | mcGAS inh
CC(C)(C)OC(=O)N1CCOCCOCCNCCOCCOCC1 | -1 | nt | -1
Cc1cccc(C2=NOCC(=O)N2Cc2ccc(F)cc2)c1 | -2 | 6 | nt
CCc1cccc2c(C(CC(=O)NCCc3ccc(Cl)cc3Cl)c3cccc(OC)c3)c[nH]c12 (stereo not given) | -2 | 1 | -5
Cc1ccc2c(c1)c(CNC(=O)c1ccccc1C1CCNC1)nn2C (stereo not given) | -6 | 5 | nt
COc1ccc(OCc2cc(C(=O)N(C)C(C)c3nccs3)n[nH]2)c(Cl)c1 (stereo not given) | -11 | 13 | nt
Cc1noc(C(C)NC(=O)c2ccccc2-c2ccc(C(F)(F)F)cc2)n1 (stereo not given) | -16 | -7 | nt
CSc1nc(N2CCCCC2)c2cnn(CCNC(=O)c3ccco3)c2n1 | 4 | nt | -1
Cc1ccccc1-n1c(C)nn(CN2CCN(c3ccccc3)CC2)c1=S | 5 | -4 | nt
CCN=c1scc(-c2ccc(F)cc2)n1N=Cc1ccc(F)cc1F | -2 | -7 | nt
O=C(NC1CCCC1)c1ccc(N2CCC(NCCC3=CCCCC3)CC2)cc1 | -6 | 17 | -10
NC(=O)NC1(C(F)(F)F)Oc2ccccc2O1 | -10 | 1 | nt
COc1cccc2cc(C(=O)Nc3ccccc3F)c(=N)oc12 | 5 | 1 | 1
CC(C)c1nc(CN2CC[C@@H](c3ccc4c(c3)OCO4)[C@H](O)C2)co1 | -2 | 1 | nt
Cc1cccc2[nH]c(CN(C)CC3(O)CCCN(CC4CCC4)C3=O)nc12 (stereo not given) | -4 | 2 | nt
Cc1ccc(-n2nc(-c3ccccc3F)cc2C(=O)N2CCN(C/C=C/c3ccccc3)CC2)c(C)c1 | -14 | nt | -7
CCCCN(Cc1ccc(OS(C)(=O)=O)cc1)C(=O)Nc1ccc(C(F)(F)F)cc1 | -5 | nt | -6
COc1ccc(CCNC(=O)c2cccnc2N2CCN(C(=O)c3ccc(-c4cccc(Cl)c4)s3)CC2)cc1OC | -3 | 3 | -5
O=C(c1csc(COc2ccc(Cl)cc2)n1)N1CCCC1 | -5 | 16 | -6
Cc1cccc(N=C2NC(=O)c3cccc([N+](=O)[O-])c32)c1 | 0 | -2 | nt
CN(CCCc1cnn(C)c1)C(=O)C1(c2ccccc2F)CC1 | -4 | 6 | -7
Cc1ccsc1[C@@H]1CCN(Cc2ccc(C#CC(C)(C)O)cc2)C[C@H]1O | -3 | nt | -17
NC(=O)NCCCC(=O)OCC(=O)c1ccc(Br)s1 | -2 | 3 | -6
COc1cccc(CNC(=O)N2CCN(c3ncccc3C(=O)NCCc3ccc(OC)c(OC)c3)CC2)c1 | -9 | 23 | -7
Cc1[nH]c(C)c(S(=O)(=O)NC2CCCCCCC2)c1C(=O)N1CCCCC1 | -6 | nt | -2
CC(C)n1cc(C#N)c(NC(=O)c2ccncc2Cl)n1 | -1 | 2 | nt
COc1ccc(CCN(Cc2sccc2C)C(=O)CN(CC(C)C)C(=O)Nc2ccc(Cl)cc2Cl)cc1OC | -4 | -3 | -3
COc1ccc(CCNc2ncnc3[nH]ncc23)cc1OC | -4 | 5 | nt
CC(C)c1nccc(CN(C)Cc2cc(-c3ccccc3)no2)n1 | -4 | 10 | nt
COc1cccc2sc(Nc3nc(C(C)(C)C)cs3)nc12 | -6 | 3 | -9
O=C(CCCN1C(=O)c2ccccc2C1=O)NC1CCCC1 | -9 | 22 | nt
